Casp1 inh = caspase-1 (human) inhibition, allosteric or competitive | Potency, µM (series often up to 57.5 µM), for inactives: at the highest dose activity change, negative = inhibition, most hits filed as inhibitors | actives 0.03% (n = 75,000) | Caspase-1 enzyme, Ac-WEHD-AFC fluorogenic rate | P29466;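 note: potency is the fitted concentration of half-maximal effect; plate controls were vehicle for no effect and no substrate for full effect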
Target sequence (P29466 120-297 limits assumed): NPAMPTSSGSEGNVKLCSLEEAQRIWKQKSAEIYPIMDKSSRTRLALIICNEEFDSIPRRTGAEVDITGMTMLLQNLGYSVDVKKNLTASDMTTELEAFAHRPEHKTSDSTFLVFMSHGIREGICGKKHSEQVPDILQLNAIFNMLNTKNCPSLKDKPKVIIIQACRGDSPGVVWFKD
Target sequence (P29466 317-404 limits assumed): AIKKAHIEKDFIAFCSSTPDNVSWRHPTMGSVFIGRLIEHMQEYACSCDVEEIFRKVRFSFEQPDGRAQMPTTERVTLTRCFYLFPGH
HEK293 cAMP cs = counter-screen for TSHR agonists: cAMP increase in parental HEK293; parental HEK293 CNG cAMP sensor, membrane potential fluorescence; Potency, µM (doses to about 57.1 µM), for inactives: at the top dose activation, most hits filed as activators; actives 2.5% (n = 73,000); AID 938; note: potency is the fitted concentration of half-maximal effect; % of control where 0% means no effect; nearly all actives have a fitted effect of over 55% in size
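Counterscreen for endogenous-receptor signalling: CNG-channel HEK 293 cells report cAMP rise by membrane depolarization. After 60 min dye equilibration with 100 uM RO 20-1724, compounds incubated 30 min before bottom-read fluorescence at 590 nm.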
BRCT PPI green = BRCA1 BRCT-phosphoprotein interaction inhibition. actives 0.05% (n = 75,000). BRCA1 BRCT-phosphopeptide binding, green fluorescence polarization. Potency, µM (top dose mostly 76.9 µM), for the others: at the highest dose activity change, negative = inhibition, most hits filed as inhibitors. P38398. AID 875;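 note: potency is the fitted concentration of half-maximal effect; plate controls were peptide without protein for full effect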
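Fluorescence polarization: His-tagged BRCT (~35 kDa BRCA1 C-terminus, 250 nM) bound to 100 nM fluorescein-labeled phosphorylated 10-aa BACH1 peptide, pH 7.3 phosphate buffer with DTT and Tween 20. Compounds incubated 12 min at room temperature; inhibition read as lowered polarization.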
BRCT inh red = inhibitors of human BRCA1 BRCT-phosphoprotein interaction (red fluorophore) | P38398 | BRCT-phosphopeptide binding, red fluorescence polarization | Potency, µM (titrated, usually from 76.9 µM), for inactives: top-dose activity change, negative = inhibition, hits mostly inhibitors | actives 0.03% (n = 75,000); note: % is set by controls: 0 for no effect and ±100 for the full control effect
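Fluorescence polarization: 100 nM His-tagged BRCA1 BRCT with 100 nM TAMRA-labelled phospho-BACH1 decapeptide, phosphate buffer pH 7.3 with 150 mM NaCl, DTT, 0.01% Tween 20; 12 min RT. Binding inhibition seen as FP decrease.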
Fluorescein fluor = fluorescein region autofluorescence; actives 0.91% (n = 59,000); Compound autofluorescence, 480/540 nm, fluorescein-equivalent; active compounds read high; max fluorescein-equivalent concentration, M; in the data active = max fluorescein-equivalent concentration above about 10 nM; inconclusive = between about 1.1 nM and that limit
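Read-out is intrinsic compound fluorescence at 480/540 nm (excitation/emission), expressed as dye-equivalent concentration using a fluorescein standard series run on every plate. Compounds sat 15 min at room temperature in 100 mM Tris, pH 8.0.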
Caspase-7 inhib = allosteric or competitive inhibitors of human caspase-7 | P55210 | recombinant caspase-7, Ac-DEVD-AFC fluorescence rate | Potency, µM (titrated, usually from 57.5 µM), for the others: at the top dose activity change, negative = inhibition, usual class: inhibitors | actives 0.02% (n = 75,000) | AID 889; active = well fitted inhibition curve with a large enough effect in the main read-out, with a control signal flat, not every such curve was filed as active; inconclusive = small, poorly fitted or top-dose-only effect, or a change in a side signal; note: potency is the fitted concentration of half-maximal effect; % of control where 0% means no effect
Texas Red fluor = Texas Red region autofluorescence; Compound fluorescence, Texas Red channel, 547/618 nm; active compounds read high; max dye-equivalent concentration, M; actives 0.06% (n = 59,000); AID 587; in the data active = max dye-equivalent concentration above about 10 nM; inconclusive = between about 1.1 nM and that limit
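Texas Red-region profiling: compounds in 100 mM Tris pH 8.0 were read at 547/618 nm after 15 min at room temperature. Intensities were normalized against a six-point Texas Red standard series to give dye-equivalent concentration.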
USP2a inh = USP2a (human) protease inhibition | O75604 | USP2a enzymatic assay, qHTS inhibition | Potency, µM (top dose mostly 38.3 µM), without a hit: top-dose activity change, negative = inhibition, most hits filed as inhibitors | actives 0.1% (n = 60,000) | AID 927;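 note: potency is the fitted concentration of half-maximal effect; nearly all actives have a fitted effect of over 60% in size; plate controls were DMSO for no effect and NEM full inhibition control for full effect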
Target sequence (O75604 whole entry, looked up): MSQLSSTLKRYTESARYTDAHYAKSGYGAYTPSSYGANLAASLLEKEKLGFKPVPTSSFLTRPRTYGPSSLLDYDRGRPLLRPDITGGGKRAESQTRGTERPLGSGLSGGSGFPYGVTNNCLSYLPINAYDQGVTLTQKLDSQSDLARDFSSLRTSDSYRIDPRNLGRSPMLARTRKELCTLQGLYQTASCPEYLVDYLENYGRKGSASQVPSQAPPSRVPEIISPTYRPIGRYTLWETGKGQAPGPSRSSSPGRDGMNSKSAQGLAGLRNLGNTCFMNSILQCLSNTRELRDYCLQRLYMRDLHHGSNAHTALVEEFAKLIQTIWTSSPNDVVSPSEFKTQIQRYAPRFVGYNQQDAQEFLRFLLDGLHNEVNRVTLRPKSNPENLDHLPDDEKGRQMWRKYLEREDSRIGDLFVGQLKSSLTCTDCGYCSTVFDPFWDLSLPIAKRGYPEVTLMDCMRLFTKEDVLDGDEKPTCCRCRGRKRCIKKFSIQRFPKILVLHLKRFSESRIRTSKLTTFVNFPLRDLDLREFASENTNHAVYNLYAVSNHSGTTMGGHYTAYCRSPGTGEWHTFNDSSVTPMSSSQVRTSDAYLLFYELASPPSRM
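Inhibition is measured in a cell-free coupled assay with 20 nM USP2 core, 20 nM Ub-PLA2 and 20 uM NBD C6-HPC, 2.5 h incubation. Activity normalized to NEM control.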
Rhodamine fluor = compound fluoresces in the rhodamine spectral region; Rhodamine-region fluorescence, 547/598 nm, Tris buffer; active compounds read high; max dye-equivalent concentration, M; actives 0.05% (n = 59,000); AID 594; in the data active = max dye-equivalent concentration above about 11 nM; inconclusive = between about 1.1 nM and that limit
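qHTS spectral profiling of compounds without any target or enzyme present, in pH 8.0 Tris buffer; plates were read after a 15-minute room-temperature incubation using the rhodamine-region filter set.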
4-MU autofl = compounds fluorescent in 4-MU spectral region. AID 589. compound autofluorescence, 340/450 nm, 4-MU equivalents; active compounds read high. max dye-equivalent concentration, M. actives 11% (n = 59,000); in the data active = max dye-equivalent concentration above about 10 nM; inconclusive = mostly about 1.1 nM to 9.6 nM
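Intrinsic fluorescence at 340/450 nm (ex/em) was read after 15 min at room temperature in pH 8.0, 100 mM Tris. Each compound concentration expressed as 4-MU-equivalent concentration from a six-point 4-MU standard series on each plate.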
A350 autofl = compounds fluorescent in Alexa 350 spectral region; Compound autofluorescence, 340/450 nm, Alexa 350 dye-equivalents; active compounds read high; max dye-equivalent concentration, M; actives 11% (n = 59,000); AID 590; in the data active = max dye-equivalent concentration above about 10 nM; inconclusive = mostly about 1.1 nM to 9.6 nM
* hit, by the source's call; i = inactive; ? = inconclusive; . = not tested or not shown; [ ] = dose if it differs, or a comment. Unless noted, calls come from the whole dose curve; as a rule, active = well fitted curve in the direction sought with a large enough effect; inconclusive = small, poorly fitted or top-dose-only effect, or another doubt; inactive = no such curve, though single readings can be large; an effect the other way counts as inactive or inconclusive.

SMILES	Casp1 inh	HEK293 cAMP cs	BRCT PPI green	BRCT inh red	Fluorescein fluor	Caspase-7 inhib	Texas Red fluor	USP2a inh	Rhodamine fluor	4-MU autofl	A350 autofl
NC(=O)c1ccc[n+]([C@@H]2OC(COP(=O)([O-])OP(=O)(O)OCC3OC(n4cnc5c(N)ncnc54)C(OP(=O)(O)O)C3O)C(O)C2O)c1 (stereo partly specified)	-3.0%	.	0.7%[3.08 µM]	-0.2%	.	-4.5%	.	-7.3%	.	.	.
c1cn(CC2(Cn3ccnc3)COC2)cn1	-0.9%	-3.4%	-0.1%	1.8%	?	2.1%	i	2.3%	i	i	i
O=C(CNC(=O)c1ccco1)OCc1c(F)cccc1Cl	0.1%	-0.9%	0.1%	-0.2%	i	0.5%	i	-1.5%	i	i	i
C=C(C)COc1ccc2c(C)c(CC(=O)OC)c(=O)oc2c1C	-6.8%	?	1.9%	0.1%	i	-0.8%	?	20.4%	i	2.92e-08M*	3.61e-08M*
COc1ccccc1OCC(O)Cn1c(Br)nc2c1c(=O)[nH]c(=O)n2C (stereo unspecified)	-0.5%	-8.0%	-0.3%	-1.8%	?	-1.6%	i	2.3%	i	i	i
O=C(Cc1cn2ccsc2n1)Nc1cccc2cnccc12	-0.9%	0.4%	-2.4%	-0.6%	?	-1.4%	i	0.6%	i	i	i
CCc1ccc(NC(=O)N(CCCOC(C)C)C2CCN(C(C)=O)CC2)cc1	-1.8%	2.0%	-0.1%	-0.4%	i	-1.0%	i	6.1%	i	i	i
O=C(NCCc1ccccc1)c1ccc(-n2cnnn2)cc1	1.1%	-4.4%	-6.0%	0.4%	i	6.7%	?	-4.8%	i	i	i
Cc1ccc2nc(SCC(=O)N3CCCC3)[nH]c2c1	2.1%	-1.6%	0.0%	0.8%	i	-0.1%	i	-6.4%	i	i	i
CCOc1ccc(S(=O)(=O)N2CCN(S(=O)(=O)c3ccc(OCC)cc3)C(C)C2)cc1 (stereo unspecified)	-1.9%	16.8%[11.4 µM]	-0.2%	0.5%	.	-1.2%	.	8.7%[7.66 µM]	.	.	.
COc1ccc(S(=O)(=O)NCC(c2cccnc2)N2CCN(C)CC2)cc1C (stereo unspecified)	-2.0%	6.9%	-1.2%	-0.8%	.	-0.6%	.	.	.	.	.
CCOC(=O)c1c(Nc2nc(C)c(C(=O)NC)s2)sc(C)c1C	-8.7%	-19.2%	0.8%	0.7%	?	-9.2%	i	24.2%	i	4.06e-08M*	4.71e-08M*
Cc1cc(C(=O)COc2cccc(-n3cnnn3)c2)c(C)n1-c1ccccc1	-2.1%	25.1µM*	0.8%	-0.4%	i	-3.1%	i	43.7%[activator]	i	i	i
CC(NC(=O)c1cccc(C(F)(F)F)c1)C1CCCO1 (stereo unspecified)	-0.2%	10.3%	-1.7%	-0.3%	i	-1.0%	i	3.6%	i	i	i
Cc1cc(=S)[nH]c2ccccc12	-2.6%	4.0%	-1.4%	0.5%	?	-2.5%	i	-8.7%	i	i	i
O=C(COc1ccccc1)N(Cc1ccco1)C1CCS(=O)(=O)C1 (stereo unspecified)	-1.7%	-3.4%	0.3%	-1.7%	i	-4.7%	i	5.7%	i	5.12e-08M*	6.89e-08M*
Cc1nc(NCc2ccccc2)c(C(N)=O)c2c1COC(C)(C)C2	.	.	.	.	i	.	i	.	i	1e-07M*	1.47e-07M*
Cn1c(COc2ccc3ccccc3c2)nnc1SCC(N)=O	1.1%	-3.5%	2.3%	-1.5%	i	0.2%[0.00368 µM]	?	-5.1%	i	i	?
COc1ccccc1C(=O)N(Cc1nc(-c2ccc(Cl)cc2)no1)C(C)C	-0.4%	0.5%[11.4 µM]	-1.7%	-0.6%	.	-1.1%	.	.	.	.	.
CC(C)CO/N=C1/C[C@@H](O)[C@@H](O)[C@@H]2[C@@H]3C(=O)N(C4CCCCC4)C(=O)[C@H]3CC[C@H]12	2.1%[11.5 µM]	12.0%[11.4 µM]	-2.5%[15.4 µM]	-0.8%[15.4 µM]	.	-0.9%[11.5 µM]	.	.	.	.	.
CCOC(=O)C1CCN(C(=O)CN(Cc2ccccc2)S(C)(=O)=O)CC1	0.2%	16.3%	-4.6%	-0.1%	i	-2.5%	i	8.6%	i	i	i
CCOC(=O)N1CCN(C(=O)CSc2nc3c(c(=O)n2-c2ccccc2OC)SCC3)CC1	0.2%	15.9%	0.6%	-0.1%	i	-0.6%	i	24.1%	i	i	i
CN1CCN(CN2C(=O)C3C4C=CC(C3C2=O)C2C3C(=O)N(CN5CCN(C)CC5)C(=O)C3C42)CC1 (stereo unspecified)	-2.3%[11.5 µM]	0.8%[11.4 µM]	-1.3%[15.4 µM]	0.0%[15.4 µM]	i	0.0%[11.5 µM]	i	.	i	i	i
CN1CCC2(CC1)Nc1nc(SCc3ccc(Cl)cc3)nn1C1=C2CN(C)CC1	-11.4%	7.7%	-2.3%	-2.8%	i	-16.1%	i	13.5%	i	i	i
COc1cc(OC)c(OC)cc1CNC1CCCCCC1	0.4%	14.1%	-1.5%	0.1%	i	-0.9%	i	-5.1%	i	i	i
COc1ccc(F)cc1S(=O)(=O)N1CCC(C(N)=O)CC1	-1.1%	-1.2%	-1.7%	0.0%	i	0.6%	i	-2.0%	i	i	i
Clc1ccc(CSc2nncn2-c2ccccn2)cc1	0.5%	9.6%	0.7%	0.3%	i	2.0%	?	-5.1%	i	i	i
COc1cc(C(=O)OCC(=O)Nc2ccc3c(c2)OC(F)(F)O3)ccc1OCc1c(C)noc1C	-3.9%	22.8%	1.0%	-2.6%	i	-0.7%	i	46.0%[activator]	i	i	i
COCCCNC(=O)c1ccc2c(c1)ncn2-c1ccccc1OC	-1.8%	-5.3%	1.4%	-0.7%	i	0.4%	i	6.1%	i	i	i
O=C(Nc1cccc(F)c1)c1cc(S(=O)(=O)N2CCC(C(=O)O)CC2)ccc1F	-1.2%	4.3%	-1.1%	-1.7%	?	-3.2%	i	-3.2%	i	i	i
O=C1C=C(NCCc2cc(Br)c(O)c(Br)c2)C(=O)c2ncccc21	?	13.5%[11.4 µM]	-1.8%[15.4 µM]	-2.8%[15.4 µM]	i	-15.5%[11.5 µM]	i	.	i	i	i
CCOc1ccc(NC(=O)CSC2=C(C#N)C(c3ccc4c(c3)OCO4)CC(=O)N2)cc1 (stereo unspecified)	.	.	.	.	i	.	i	.	i	i	i
O=C(CN1CCC(n2nnc3cc(F)ccc32)CC1)NC1CC1	0.2%	13.2%	-3.0%	-3.6%	i	-1.3%	i	-2.9%	i	i	i
CC1=NN(c2ccc(S(=O)(=O)O)cc2)C(=O)/C1=C\c1ccc(Cl)cc1	0.7%[11.5 µM]	2.9%[11.4 µM]	0.1%[15.4 µM]	-0.6%[15.4 µM]	i	-1.4%[11.5 µM]	i	.	i	i	i
CCCC(=O)Nc1ccccc1NC(C)=O	2.3%	5.3%	-1.7%	0.5%	?	0.2%	?	0.8%	i	i	i
Cc1ccc(N2CC(c3nc4ccccc4[nH]3)CC2=O)c(C)c1 (stereo unspecified)	-0.8%	6.2%	4.2%	-1.7%	.	1.3%	.	.	.	.	.
Cc1ccnc(SCC(=O)N2CCN(c3cccc(Cl)c3)CC2)n1	-1.2%	25.1%	-0.5%	0.7%	i	-1.1%	i	4.5%	i	i	i
CCN(CC)C(=O)C1CCN(CC2CC=CCC2)CC1 (stereo unspecified)	1.2%	4.5%	-0.4%	0.0%	?	-0.6%	i	2.4%	i	?	?
CCC(=O)NCCn1c(C)cc2ccccc21	-3.6%	?	-1.2%	1.9%	.	-1.7%	.	.	.	.	.
COc1cccc(C(=O)CSc2nnc(-c3ccco3)n2CC2CCCO2)c1 (stereo unspecified)	-3.0%	3.5%	1.5%	1.0%	i	-2.9%	i	.	i	i	i
CCn1c(SCC(=O)c2ccc(OC)cc2)nnc1C(C)NC(=O)c1ccc(OC)cc1 (stereo unspecified)	1.0%	0.0%	-3.2%	-2.6%	i	-1.7%	i	-2.1%	i	i	i
COC(=O)c1ccccc1NC(=O)N1CCN(S(=O)(=O)c2ccc(Cl)cc2)CC1	-1.3%	25.7%	0.3%	-0.8%	i	-1.4%	i	10.2%	i	i	i
COc1ccc(-c2nnco2)cc1OC	-1.6%	-6.1%	-1.8%	-0.4%	?	0.2%	i	-5.4%	i	i	i
O=C(c1cnccn1)N1CCC2(CCCN(c3cccc(-c4ccccc4)c3)C2)CC1	-6.3%	?	7.4%	2.2%	i	-9.3%	i	130.8%[activator]	i	i	i
CC1CCCCC1n1c(=S)[nH]c2ccccc2c1=O (stereo unspecified)	-5.2%	-3.6%	-0.3%	-0.8%	i	-3.1%	i	5.6%	i	i	i
CCOC(=O)C1=C(C)Nc2nc(SCC(=O)OC)nn2C1c1cc(F)cc(F)c1 (stereo unspecified)	-0.3%	10.6%	-5.6%	2.6%	?	-0.1%	i	9.2%	i	i	i
Cc1cc(NC(=O)CCOc2ccccc2)no1	2.5%	11.7%	-2.0%	0.7%	i	-0.9%	i	0.4%	i	i	i
O=C1CCC(=O)N1CCC(c1ccc(F)cc1)c1ccco1 (stereo unspecified)	-1.1%	1.5%	-1.3%	1.8%	?	-2.8%	i	8.5%	i	i	i

These rows are one share of the data; count on the stated rates, not on these rows.
